Assay outcomes deposited in PubChem BioAssay by The Scripps Research Institute Molecular Screening Center.
FBW7 act – FBW7 E3 ligase activators, primary screen, biochemical, AlphaScreen, human. F-box/WD repeat-containing protein 7 (Homo sapiens), Q969H0. AlphaScreen FBW7–phospho-cyclin E peptide binding, activator screen. normalized activity (activation), % at 26.1 µM. 650,000 tested, 0.13% active. AID 1259310, 2017; in the data active means normalized activity above about 1.9%;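 further: purified mutant Fbw7 with reduced substrate affinity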
GPR151 ag – activators of human GPR151, primary screen, cell-based, PathHunter beta-arrestin, luminescence | PathHunter beta-arrestin GPR151 cells | activation, % at 11.2 µM | 650,000 tested, 1% active | AID 1508602, 2020; in the data active means activation above about 4.9%;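 further: 0% = median of compound wells and 100% = cells with positive control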
Target sequence (Q8TDV0 whole entry, looked up): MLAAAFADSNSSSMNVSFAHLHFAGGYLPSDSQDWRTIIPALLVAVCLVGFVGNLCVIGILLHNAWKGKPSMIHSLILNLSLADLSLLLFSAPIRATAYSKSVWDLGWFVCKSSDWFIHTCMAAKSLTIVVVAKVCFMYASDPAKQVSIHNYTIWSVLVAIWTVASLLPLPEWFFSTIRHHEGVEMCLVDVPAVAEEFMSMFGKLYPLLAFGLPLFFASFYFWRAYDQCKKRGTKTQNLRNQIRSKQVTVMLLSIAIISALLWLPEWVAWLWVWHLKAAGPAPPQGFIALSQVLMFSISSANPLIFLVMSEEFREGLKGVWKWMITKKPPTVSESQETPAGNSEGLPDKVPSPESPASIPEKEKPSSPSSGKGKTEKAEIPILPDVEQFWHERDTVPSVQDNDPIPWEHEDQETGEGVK
MITF primary – MITF inhibitors, primary screen, biochemical, AlphaScreen, human; Microphthalmia-associated transcription factor (Homo sapiens), O75030; AlphaScreen MITF homodimerization, bead proximity signal; inhibition, % at 2.6 µM; 650,000 tested, 0.91% active; AID 1259374, 2018; in the data active means inhibition above about 50%;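 further: 0% = vehicle wells with protein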
Target sequence (O75030 whole entry, looked up): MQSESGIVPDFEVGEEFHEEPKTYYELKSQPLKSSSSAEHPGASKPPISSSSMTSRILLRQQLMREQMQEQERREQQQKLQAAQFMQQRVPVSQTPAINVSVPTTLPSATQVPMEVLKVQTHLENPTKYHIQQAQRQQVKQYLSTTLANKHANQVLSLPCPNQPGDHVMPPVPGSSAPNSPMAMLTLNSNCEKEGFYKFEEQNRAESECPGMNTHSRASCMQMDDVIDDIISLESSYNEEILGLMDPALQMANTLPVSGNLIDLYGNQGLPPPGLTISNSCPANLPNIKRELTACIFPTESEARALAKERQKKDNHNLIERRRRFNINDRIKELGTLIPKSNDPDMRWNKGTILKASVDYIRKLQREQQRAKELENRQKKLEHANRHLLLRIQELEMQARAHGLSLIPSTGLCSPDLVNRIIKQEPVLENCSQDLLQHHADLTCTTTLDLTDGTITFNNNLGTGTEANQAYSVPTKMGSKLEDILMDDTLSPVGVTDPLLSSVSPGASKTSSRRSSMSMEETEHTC
TEAD-YAP inh – TEAD-YAP interaction inhibition, primary screen, TEAD-YAP interaction inhibitor project, luminescence, HEK-TIYL cells. TEAD-Gal4/YAP UAS-luciferase luminescence. inhibition, % at 9.12 µM. 640,000 tested, 1.4% active; in the data active means inhibition above about 32%;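 further: 0% = median of test compound wells and 100% = reference inhibitor wells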
The depositor's hits bear a star.

Results follow in this order: FBW7 act	GPR151 ag	MITF primary	TEAD-YAP inh
- CC(C)CNC(=S)NNC(=O)CSCc1cccc(F)c1
  0.1	-1.7	10	4
- Cc1ccc(-c2nn(CC(=O)NCc3ccccn3)c(=O)c3ccccc23)cc1S(=O)(=O)N1CCOCC1
  0.0	1.6	8	2
- COC(=O)CSC1=C(C#N)C(c2sccc2C)CC(=O)N1 (stereo not drawn)
  -0.1	0.1	3	6
- CN(CC(=O)Nc1ccccc1Cl)C(=O)CN1C(=O)NC2(CCCC2)C1=O
  0.1	1.7	10	3
- O=C(OCC(=O)N1CCc2ccccc21)c1cccnc1
  0.0	-1.0	15	5
- CN(C(=O)CCc1nnc(Cc2c[nH]c3ccccc23)o1)C(C1CC1)C1CC1
  -0.1	0.4	4	-7
- CC(=O)N1CCc2c(sc(NC(=O)Cc3ccccc3)c2C#N)C1
  0.2	2.3	0	11
- CCCOc1ccc(/C=C2\N=C(c3cccc([N+](=O)[O-])c3)OC2=O)cc1OC
  0.0	-1.5	18	3
- O=C(NC1CCCCC1)[C@H]1C=CCN1C(=O)c1ccco1
  -0.1	1.7	10	5
- COc1ccccc1N=C1SCC(=O)N1c1ccccc1OC
  -0.1	0.7	-3	3
- COc1ccccc1N(CC(=O)Nc1c(C)n(C)n(-c2ccccc2)c1=O)S(=O)(=O)c1ccccc1
  0.0	1.9	3	10
- O=C(COc1ccc(Cl)cc1[N+](=O)[O-])Nc1ccccc1
  -0.2	-1.4	-6	34*
- CCc1ccc(-n2c(=S)sc3c(=O)n(-c4ccccc4OC)c(SCC#N)nc32)cc1
  -0.1	-1.3	-4	13
- Cc1nc2sc(C(c3ccc(F)c(F)c3)N3CCC(O)CC3)c(O)n2n1 (stereo not drawn)
  -0.1	0.1	6	4
- CCOC(=O)N1CCN(C(=O)C2CC23CCN(C(=O)C2=CC(=O)CC(C)(C)O2)CC3)CC1 (stereo not drawn)
  0.0	-0.2	-1	-1
- COc1ccc(-n2nc3c(c2NC(=O)c2ccc(S(=O)(=O)N4CCCCC4)cc2)CS(=O)C3)cc1 (stereo not drawn)
  0.5	-2.5	10	-1
- O=C(Nc1ccccc1C(F)(F)F)c1cnn2c(C(F)(F)F)cc(-c3ccccc3)nc12
  0.0	0.4	6	5
- Cn1c(=O)c2c(ncn2CC(=O)N/N=C/c2cccc(F)c2)n(C)c1=O
  -0.1	5.6*	-2	-4
- CC(C)NC(=O)COc1cccc(Cl)c1
  0.0	-1.2	6	6
- Cc1cc2c(cc1S(=O)(=O)N1CCCCCC1)OCC(=O)N2
  -0.2	1.8	-13	-17
- CC(C(=O)NC1CCCCC1)n1c(=O)c2cccn2c2cccnc21 (stereo not drawn)
  0.0	3.2	-58	-2
- CC/C(=N\NC(=O)c1ccccc1[N+](=O)[O-])c1ccccc1
  0.1	0.9	7	-13
- Cc1ccc(OCC(=O)Nc2cccc(-c3nc4ncccc4o3)c2)c(C)c1
  0.6	-0.9	11	-6
- CN(CCOc1ccccc1)C(=O)c1ccc(OC2CCN(C(=O)C3CC3)CC2)cc1
  0.0	-1.3	-3	4
- CCCCn1c(=O)n(-c2ccc(C)cc2)c(=O)c2c3c(sc21)CN(C(C)=O)CC3
  0.7	-1.8	5	12
- CSc1cccc(NC(=O)CN(c2cccc(C)c2)S(C)(=O)=O)c1
  -0.3	1.7	4	3
- CCc1ccccc1NC=C1C(=O)OC(C)(C)OC1=O
  0.0	-1.1	17	-4
- O=C(O)c1[nH]c2ccccc2c1CNCCc1ccccc1
  0.9	-0.6	-13	-12
- CCOC(=O)C(C)Oc1ccc2c(C)c(CC)c(=O)oc2c1 (stereo not drawn)
  -0.2	1.7	0	-3
- COc1ccc(NC(=O)c2cc([N+](=O)[O-])ccc2N(CCO)CCO)cc1
  0.0	0.7	5	-48

Full records as entered above. Order of screens: FBW7 act, GPR151 ag, MITF primary, TEAD-YAP inh
Listed for O=C(OCC(=O)N1CCc2ccccc21)c1cccnc1 → 0.0, -1.0, 15, 5
Listed for COc1ccccc1N=C1SCC(=O)N1c1ccccc1OC → -0.1, 0.7, -3, 3

Other records.
Results follow in this order: FBW7 act	GPR151 ag	MITF primary	TEAD-YAP inh
- O=S(=O)(NCC(c1ccco1)N1CCc2ccccc21)c1ccc(F)cc1 (stereo not drawn)
  -0.1	9.1*	3	4
- O=C(/C=C\c1ccc([N+](=O)[O-])cc1)Nc1nnc(-c2cccs2)o1
  -0.1	6.7*	-5	-5
- CC(C)c1cc(C(=O)N2CCc3nnc(C(NC(=O)c4ccoc4)C(C)C)n3CC2)no1 (stereo not drawn)
  -0.1	-0.5	2	1
- COCCNC(=O)c1cc2nc(-c3ccccc3)cc(C)n2n1
  0.0	1.1	-8	1
- CCOc1ccc2nc(NC(=O)c3cccc([N+](=O)[O-])c3C)sc2c1
  0.0	1.1	7	-11
- COc1cccc(Nc2cc(N3CCN(Cc4ccc(OC)c(OC)c4OC)CC3)c3noc4c3c2C(=O)c2ccccc2-4)c1
  -1.2	-0.2	16	-2
- CC1CCC(C(=O)Nc2ccc3ccccc3c2)CC1 (stereo not drawn)
  0.0	0.0	-3	-85
- CCOC(=O)C(Cc1ccc(NC(=O)c2ccccc2)cc1)N1C(=O)c2ccccc2C1=O (stereo not drawn)
  -0.1	0.2	4	4
- COCCCNC(=O)c1cnc2scc(-c3ccc(OC)cc3)n2c1=O
  -0.4	0.0	17	-1
- CC(=O)/C=C/c1c(C)n(C)c2ccc([N+](=O)[O-])cc12
  1.1	0.2	11	2
- Cc1c(Cl)c([N+](=O)[O-])nn1CC(=O)Nc1sc2c(c1C(N)=O)CCC(C)C2 (stereo not drawn)
  -0.3	-1.0	-4	-14
- CC(=O)Nc1ccc(OCC(O)CN2CCN(Cc3ccc4c(c3)OCO4)CC2)cc1 (stereo not drawn)
  0.1	2.0	7	6
- CCOc1ccc(-n2nnc3c(N4CCN(C(=O)c5c(F)cccc5F)CC4)ncnc32)cc1
  0.7	-1.3	23	2
- COC(=O)c1ccccc1NC(=O)C(=O)NCc1ccc(OC)cc1
  0.0	-0.3	-5	-4
- Cc1nn(CC(=O)NCc2cccs2)c(=O)c2cc3ccsc3n12
  0.0	-0.7	11	3
- CC(C)CCNC(=O)C(=O)Nc1ccccc1F
  0.1	0.1	8	-57
- CCn1c(=NC(=O)CSC(C)=O)sc2cc(C(=O)OC)ccc21
  -0.1	1.5	6	4
- Cc1nc2ccc3nc(NC(=O)c4ccc(Br)cc4)sc3c2s1
  -0.1	0.3	2	11
- Cc1cccc(C)c1NC(=O)c1cccc(N2C(=O)C(C)CS2(=O)=O)c1 (stereo not drawn)
  0.2	0.3	8	-1
- O=C(c1ccccc1)c1ccc2nc(Cc3cc(Br)ccc3F)c(=O)[nH]c2c1
  0.1	1.0	9	-1
- Cc1cc(NC(=O)c2ccccc2Cl)ccc1N1C(=O)c2ccc(Cl)cc2C1=O
  0.3	-0.3	25	-9
- Cc1ccc(NC(=O)OCC2CCCN3CCCCC23)cc1 (stereo not drawn)
  0.0	-1.5	10	-22
- O=c1nc(SCc2ccc(Cl)cc2)nc2ccccn12
  0.1	-0.7	1	3
- CCn1c2cc(C)oc2c2cnn(Cc3ccc(F)cc3)c(=O)c21
  -0.2	-0.5	6	-10
- CCOC(=O)c1c(NC(=O)c2cc(C)no2)sc(C(C)=O)c1C
  0.0	-0.4	-4	-5
- CSCC(=O)N1CCCC(CNC(=O)C2(c3ccc(Cl)cc3)CC2)C1 (stereo not drawn)
  0.0	0.7	-2	-5
- Cc1ccc(NC(=O)Cn2c(=O)n(Cc3ccco3)c(=O)c3ccccc32)cc1
  -0.1	0.5	7	12
- CC(C)(C)c1nnc(NC(=O)c2ccccc2Br)s1
  0.0	-1.5	-2	-58
- Cc1nc(SCC(=O)N(C)C2CCCCC2)c2c(C)c(C)sc2n1
  0.1	2.8	3	7
- Cc1ccc(S(=O)(=O)N2CCC(C(=O)NNC(=O)c3ccncc3)CC2)cc1
  0.4	0.7	13	8

Two entries picked at random from those above, as already listed:
Results follow in this order: FBW7 act	GPR151 ag	MITF primary	TEAD-YAP inh
- CCn1c(=NC(=O)CSC(C)=O)sc2cc(C(=O)OC)ccc21
  -0.1	1.5	6	4
- O=C(c1ccccc1)c1ccc2nc(Cc3cc(Br)ccc3F)c(=O)[nH]c2c1
  0.1	1.0	9	-1

Carrying on.
Results follow in this order: FBW7 act	GPR151 ag	MITF primary	TEAD-YAP inh
- Cc1cc(=O)oc2cc(OC(=O)CCNC(=O)OCc3ccccc3)c(Cl)cc12
  0.1	-1.8	-14	-4
- CCOc1ccc(-n2cc(-c3ccccc3)c3c(SCC(C)C)ncnc32)cc1
  0.1	0.0	4	1
- COc1cccc(-c2ocnc2C(=O)N2CCN(C(C)=O)CC2)c1
  -0.1	0.4	12	2
- c1ccc(-c2cn(-c3ccccc3)c3ncnc(NCCN4CCOCC4)c23)cc1
  -0.2	0.5	3	-10
- Cc1cc(C)cc(NC(=O)CN2C(=O)C3CCCN3C(=O)c3ccccc32)c1 (stereo not drawn)
  0.1	-0.8	9	7
- O=C1CSC(c2ccccn2)N1c1ccccc1 (stereo not drawn)
  1.6	-0.1	10	-2
- COCCNC(=S)N1CCN(c2nc(-c3ccc(Cl)cc3)cs2)CC1
  -0.3	0.8	-8	-11
- Cc1cccc(OCC(=O)Nc2ncc(Cc3ccc(F)cc3)s2)c1
  0.2	-0.2	6	-3
- COc1ccc(CNC(=O)c2nn3c(c2Cl)NC(c2ccc(OC)cc2)CC3C(F)(F)F)cc1 (stereo not drawn)
  0.5	2.5	8	0
- O=C(NCc1cccnc1)c1cc(S(=O)(=O)N2CCOCC2)ccc1F
  0.1	-1.2	-15	16
- CN(Cc1nc2ccccc2[nH]1)C(=O)CCc1nnc(-c2ccccc2)o1
  0.0	-0.3	6	-9
- Cc1c(Cl)cccc1NC(=O)CNCC1CCCCC1
  0.0	0.9	33	1
- COc1ccc(/C=N/NC(=O)c2ccncc2)cc1O
  -0.1	0.3	17	3
- CN(C)S(=O)(=O)c1ccc2nc(NC(=O)COc3ccccc3)sc2c1
  -0.2	-0.4	-3	-6
- C[C@@H]1NC(=O)[C@H]2CN(C(=O)NCc3ccccc3)CCN2C1=O
  -0.4	0.2	71*	-2
- O=C1NC(=S)N/C1=C/c1ccncc1
  0.1	0.3	9	-2
- CCCCOc1ccc(C(=O)NCc2nnc(SC(C)C(=O)Nc3sc(C(=O)OCC)c(C)c3C(=O)OCC)n2C)cc1 (stereo not drawn)
  -0.1	-0.5	-1	10
- O=C(Nc1cccnc1Cl)c1nn2c(c1Cl)NC(c1ccco1)CC2C(F)(F)F (stereo not drawn)
  0.2	1.5	-6	-4
- S=C(NCCN1CCOCC1)NNc1nncc2ccccc12
  -0.1	0.7	4	-5
- CCCCc1ccc(C2=N/C(=C\C(C)=C\c3ccccc3)C(=O)O2)cc1
  0.1	0.8	9	-8
- O=C(c1cccc(-n2c(=S)[nH]c3cc(Cl)ccc3c2=O)c1)N1CCC2(CC1)OCCO2
  0.0	1.2	-5	3
- COc1ccc(CNC2CCN(c3cccc(NC(=O)C4CC4)c3)CC2)cc1
  -0.1	0.2	14	0
- O=C(CCc1ccccc1)Nc1nnc(SCC(=O)N2CCCCCC2)s1
  0.0	0.2	-3	3
- COc1ccc(C2C(C(=O)Nc3ccc(Oc4ccccc4)cc3)CCC(=O)N2c2ccc(OC)cc2)cc1 (stereo not drawn)
  0.1	-1.9	0	-1
- N#C/C(=C\Nc1ccc(F)c(F)c1)c1nc(-c2ccc3c(c2)OCO3)cs1
  -0.2	-0.6	3	-1
- COC(=O)C(C(=O)NCc1ccc(Cl)cc1)C1CCCC1 (stereo not drawn)
  0.6	0.4	20	-8

Single values from the entries so far.
COc1ccccc1N=C1SCC(=O)N1c1ccccc1OC – FBW7 act = -0.1
O=C(OCC(=O)N1CCc2ccccc21)c1cccnc1 – FBW7 act = 0.0
Cc1nc(SCC(=O)N(C)C2CCCCC2)c2c(C)c(C)sc2n1 – FBW7 act = 0.1
CSc1cccc(NC(=O)CN(c2cccc(C)c2)S(C)(=O)=O)c1 – MITF primary = 4
CSCC(=O)N1CCCC(CNC(=O)C2(c3ccc(Cl)cc3)CC2)C1 (stereo not drawn) – TEAD-YAP inh = -5

This is a random part of the collection, and some 3.4% of all compounds hit somewhere here.
